# High-throughput results (PubChem BioAssay)
# TbMetRS inhib: T. brucei MetRS inhibitors, primary screen, biochemical, luminescence; methionyl-tRNA synthetase (Trypanosoma brucei brucei); purified T. brucei MetRS, ATP depletion, Kinase-Glo luminescence; inhibition, % at 11.9 µM; actives 0.4% (n = 360,000); AID 624268, 2012;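 active means inhibition above a per-plate cutoff of the control wells' mean inhibition plus 3 SD, cut at about 5.5% in these data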;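 further: 0% = DMSO wells median and 100% = median of wells with control inhibitor compound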
#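 Material: T. brucei methionyl-tRNA synthetase, purified; reagent: substrates ATP, L-methionine and bulk Escherichia coli tRNA; dosing: 11.9 µM single point; timing: 15 min plus 2 h at 25 °C; detection: luminescence of leftover ATP; evaluation: % inhibition; control set: DMSO-only wells as low control; replicates: singlicate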
# Rpn11 block: Rpn11 (PSMD14) deubiquitinase inhibitors, primary screen, biochemical, fluorescence polarization, uHTS | 26S proteasome non-ATPase regulatory subunit 14 (Homo sapiens), O00487 | human 26S proteasome, Ub4-pepOG fluorescence polarization; 20S core pre-blocked with epoxomicin | calls only at 20 µM | actives 0.59% (n = 360,000);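 active means inhibition at 20 µM, scaled to each plate's controls, above about 33%, limit read from the data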
# Target sequence (O00487 whole entry, looked up): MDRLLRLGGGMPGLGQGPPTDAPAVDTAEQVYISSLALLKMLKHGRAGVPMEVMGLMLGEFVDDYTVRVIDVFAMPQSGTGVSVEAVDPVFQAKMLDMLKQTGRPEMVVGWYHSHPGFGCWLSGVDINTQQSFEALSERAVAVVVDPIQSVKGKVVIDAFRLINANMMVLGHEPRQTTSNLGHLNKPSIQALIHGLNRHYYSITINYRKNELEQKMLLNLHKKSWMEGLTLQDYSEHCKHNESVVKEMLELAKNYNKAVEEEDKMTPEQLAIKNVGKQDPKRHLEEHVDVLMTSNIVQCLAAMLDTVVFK
# Scp-1 inhibitor: Scp-1 phosphatase inhibitors, primary screen, biochemical, colorimetric, uHTS | actives 0.88% (n = 340,000) | AID 493091, 2011 | inhibition, % at 20 µM | Carboxy-terminal domain RNA polymerase II polypeptide A small phosphatase 1 (Homo … | Recombinant Scp1, phosphopeptide, malachite green phosphate absorbance;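 active means inhibition above about 50% at 20 µM, limit read from the data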;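 further: plate controls were DMSO wells with enzyme for no effect and wells lacking enzyme for full effect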
#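 Test system: SCP-1 phosphatase catalytic domain, residues 76-261 | Compound dosing: One concentration, 20 µM, with 1.0% DMSO | Schedule: 45 min room-temperature reaction, 5 min colour, 30 min stabiliser | Detection: Absorbance at 630 nm | Read-out basis: % inhibition of SCP-1 phosphate liberation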
# CSN inh: inhibitors of CSN-mediated cullin deneddylation, primary screen, biochemical, fluorescence polarization, uHTS | inhibition, % at 12.5 µM | actives 0.38% (n = 360,000) | Purified CSN, SCF-Nedd8-OG deneddylation | COP9 signalosome complex subunit 5 (Homo sapiens), Q92905;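 active means pattern-corrected inhibition above about 35%, with an unprinted fluorescence ratio check between 0.5 and 1.5, limit read from the data, passing the limit was not always enough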;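 further: 0% = enzyme with substrate and 100% = substrate without enzyme; some results filed as inactive read as strong as hits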
# Target sequence (Q92905 whole entry, looked up, one chain of several): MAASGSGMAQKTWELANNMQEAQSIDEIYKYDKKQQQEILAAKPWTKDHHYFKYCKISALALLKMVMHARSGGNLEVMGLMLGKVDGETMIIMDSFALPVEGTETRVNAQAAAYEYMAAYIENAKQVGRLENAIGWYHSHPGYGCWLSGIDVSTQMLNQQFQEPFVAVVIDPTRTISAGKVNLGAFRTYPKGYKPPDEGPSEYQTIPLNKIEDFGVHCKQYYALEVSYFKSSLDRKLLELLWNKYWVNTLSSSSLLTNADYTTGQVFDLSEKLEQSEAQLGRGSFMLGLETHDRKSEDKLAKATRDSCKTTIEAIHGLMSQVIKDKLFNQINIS
#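 Assay system: purified human Csn5 enzyme expressed in HEK293T cells; measure: % inhibition; also added: SCFSkp2-Nedd8OG substrate at 10 nM final; technique: fluorescence polarization; times: reaction 90 min, room temperature; medium: Tris buffer pH 7.5, NaCl, DTT, Tween-20, trehalose, ovalbumin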
# MsrA inhibitor: bovine MsrA enzyme inhibitors, primary screen, biochemical, absorbance, HTS | Methionine sulfoxide reductase A (Bos taurus) | purified bovine MsrA, absorbance read-out | inhibition, % at 15.5 µM | actives 0.75% (n = 360,000); in the data active means inhibition above about 4.5%;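 further: 0% = vehicle wells with enzyme and 100% = reference inhibitor wells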
# LMPTP inh: LMPTP phosphatase inhibitors, primary screen, biochemical, fluorescence intensity, uHTS | Low molecular weight phosphotyrosine protein phosphatase (Homo sapiens), P24666 | inhibition, % at 20 µM | recombinant LMPTP-A, OMFP fluorogenic substrate | actives 0.22% (n = 360,000) | AID 651560, 2012;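 active means compounds that cut the enzyme signal by at least half of the control window in the single-dose screen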;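 further: plate controls were DMSO wells with enzyme plus substrate for no effect and substrate without enzyme for full effect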
# Target sequence (P24666 whole entry, looked up): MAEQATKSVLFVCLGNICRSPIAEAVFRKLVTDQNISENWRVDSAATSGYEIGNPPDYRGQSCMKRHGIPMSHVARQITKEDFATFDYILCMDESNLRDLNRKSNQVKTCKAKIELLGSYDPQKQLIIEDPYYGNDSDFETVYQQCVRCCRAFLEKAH
#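 Assay system: LMPTP-A, protein tyrosine phosphatase of low molecular weight / Medium: pH 6.0 Bis-Tris buffer with DTT and Triton X-100 / Schedule: 50 min enzyme reaction at room temperature, protected from light / Measured by: endpoint fluorescence intensity from OMFP dephosphorylation / Read-out basis: % inhibition relative to no-enzyme and uninhibited control wells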
# STEP inh: STEP phosphatase inhibitors, primary screen, biochemical, fluorescence intensity, uHTS | inhibition, % at 20 µM | recombinant STEP, OMFP fluorogenic substrate | actives 0.25% (n = 360,000) | Tyrosine-protein phosphatase non-receptor type 5 (Homo sapiens), P54829;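 active means inhibition at 20 µM, scaled per plate between control wells, above about 37%, limit read from the data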;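 further: 0% = DMSO with enzyme and substrate and 100% = substrate only without enzyme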
#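 System: STEP phosphatase, cell-free reaction; Buffer or medium: Bis-Tris pH 6.0 buffer with DTT, detergent; Incubation: 20 min at room temperature, dark; Measured by: fluorescence, 480/540 nm.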
# DNMT1 inh: human DNMT1 methyltransferase inhibitors, primary screen, biochemical, molecular beacon, fluorescence, HinP1I cleavage, uHTS. DNA (cytosine-5)-methyltransferase 1 (Homo sapiens), P26358. inhibition (reported as % activation of signal), % at 10 µM. actives 0.83% (n = 360,000). AID 588458, 2011; in the data active means inhibition above about 50%
# SUMO1-SIM PPI: modulators of SUMO1 protein-protein interactions, primary screen, biochemical, uHTS. SUMO1 binding to a labelled peptide, TR-FRET, 1 h. inhibition, % at 20 µM. actives 0.33% (n = 360,000). AID 602429, 2012; in the data active means inhibition above about 37%
# Target sequence (P63165 whole entry, looked up): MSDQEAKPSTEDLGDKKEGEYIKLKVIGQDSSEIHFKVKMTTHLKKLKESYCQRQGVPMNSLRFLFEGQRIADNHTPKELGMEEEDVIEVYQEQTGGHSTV
# NadD inh: inhibitors of S. aureus NadD, primary screen, biochemical, colorimetric, uHTS; Nicotinate-nucleotide adenylyltransferase NadD (Staphylococcus aureus N315); purified NadD enzyme, colorimetric absorbance read-out; inhibition, % at 20 µM; actives 0.78% (n = 360,000); in the data active means inhibition above about 26%; further: some compounds past the cut are filed as inactive
# * hit, by the source's call; i = inactive; . = no result given; + = active, no number.
SMILES,TbMetRS inhib,Rpn11 block,Scp-1 inhibitor,CSN inh,MsrA inhibitor,LMPTP inh,STEP inh,DNMT1 inh,SUMO1-SIM PPI,NadD inh
CC(C(=O)N1CCN(Cc2ccc3c(c2)OCO3)CC1)n1cc([N+](=O)[O-])cn1 (configuration not stated),-0.7,i,-2,3,-0.3,-2.0,-2,-1,4,-4
CC(=O)Nc1ccc(NC(=O)c2ccc3c(c2)CCN3S(C)(=O)=O)cc1,-0.7,i,-6,-4,0.6,-0.7,0,0,-1,-5
O=C(NC(Cc1ccccc1)c1nc2ccccc2[nH]1)c1ccc(Cl)c([N+](=O)[O-])c1 (configuration not stated),20*,i,-1,6,0.7,0.8,1,-17,1,7
CCCn1c(SCC(=O)NCC(=O)Nc2ccc(F)c(F)c2F)nc2ccccc2c1=O,-0.2,i,-6,-5,-1.0,1.1,3,1,-1,-5
CCCn1cc(S(=O)(=O)c2ccc(OC)cc2)c(=O)c2cc(OC)ccc21,-0.4,i,1,-8,1.5,0.4,1,0,2,0
CCC1CN(C(=O)N2CCC(C(=O)NCc3ccco3)CC2)c2cc(C)ccc2O1 (configuration not stated),0.0,i,-2,-4,0.3,-0.6,0,0,-3,-3
CCC(C)C(NC=C1C(=O)OC(C)(C)OC1=O)C(=O)O (configuration not stated),-1.9,i,3,-6,0.7,0.5,-2,4,2,-4
Cc1ccc(C)c(N2N=C(C(=O)OCc3nnc(-c4ccccc4)o3)CCC2=O)c1,-0.6,i,-2,4,-0.7,0.3,4,2,5,-1
Cc1cc(C)c(OCCCCN(C)C)c(Br)c1,-0.6,i,-2,-10,-0.8,-0.9,0,1,2,-4
COc1cccc(-c2cnc(C(O)c3ccc(F)c(C)c3)[nH]2)c1 (configuration not stated),0.1,i,.,-4,-0.8,-1.9,1,-1,5,-2
CCCCOc1ccc(OC(=O)c2cccnc2)cc1,0.1,i,-7,3,-0.9,-0.6,2,5,2,-3
O=C(NCc1ccc(F)cc1)C(Cc1ccccc1)NS(=O)(=O)c1cccs1 (configuration not stated),-0.9,i,-7,0,-0.6,-1.3,-1,-1,4,-4
COc1cccc2c(=O)n(CC(=O)Nc3cccc(F)c3)ccc12,-0.2,i,1,-3,1.1,-0.8,-2,12,-1,-4
CCOC(=O)C1=C(O)/C(=C/c2ccc(-c3ccccc3C(=O)O)o2)SC1=Nc1ccc(OC)cc1,-1.3,+,-5,35,1.4,6.8,6,24,11,20
O=C(OCc1ccccc1)N1CCC2CC1c1cc(N3CCN(C(=S)NCCc4ccccc4)CC3)ccc12 (configuration not stated),-0.7,i,.,3,0.4,4.9,4,-6,1,2
CCN1CCc2nc(SCC(=O)Nc3ccc(OC)cc3)c(C#N)cc2C1,0.8,i,-9,0,0.2,3.8,-2,-12,-2,2
CCN(Cc1nc2ccccc2n1C)c1ccccc1,-0.2,i,-3,-3,0.8,0.0,1,-1,2,-3
O=C(O)[C@H]1CCCC[C@H]1C(=O)Nc1ccc(Nc2ccccc2)cc1,-0.2,i,-8,10,1.0,-0.7,-1,-10,-1,1
COc1ccc(Cn2c(O)c(/C=C3/C=CC=N3)c(=O)[nH]c2=O)cc1,-0.7,i,-7,7,1.2,-0.5,-1,1,-1,-4
COc1ccc(Cc2noc(-c3ccc(OC)c(OC)c3)n2)cc1OC,-1.1,i,-4,0,1.0,-0.8,1,6,-4,-4
Cc1nc2sccn2c(=O)c1S(=O)(=O)Nc1ccc(N2CCN(C)CC2)cc1,0.2,i,-7,0,2.6,-0.5,2,-6,-1,3
O=C(CC1C(=O)NCCN1Cc1cccc(F)c1)NCCCOc1cccnc1 (configuration not stated),-0.3,i,-5,-5,0.8,1.4,1,0,2,-1
CCOC(=O)C(CC(=O)Nc1nc(C(C)=O)c(C)s1)C(C)c1ccccc1 (configuration not stated),-0.7,i,-9,-2,0.1,1.1,-3,2,-1,-5
O=C(O)c1cccc(NC(=O)c2ccccc2)c1,-0.5,i,-7,5,1.4,-1.3,0,0,0,-4
Cc1cccc(-n2ccc(=O)c(C(=O)O)n2)c1,-0.9,i,-2,0,-0.5,-2.7,1,1,0,-3
O=C(O)c1ccccc1SCc1csc(-c2ccccc2)n1,0.1,i,-3,3,1.8,-1.8,2,1,2,-5
O=C(NCC(=O)N1CCCC(C(F)(F)F)C1)c1ccco1 (configuration not stated),-0.6,i,-12,0,0.6,-6.8,-4,-2,0,9
O=C(NCc1cccc2ccccc12)c1cccs1,-0.2,i,-4,1,0.4,0.7,-2,1,-1,-7
Cc1ccc(NC(=O)Cn2nnc3ccccc3c2=O)cc1C,-0.3,i,-7,-6,-1.4,-1.0,0,-1,-11,-8
COC(=O)c1ccc(NC(=O)N(c2ccccc2)c2ccccc2)cc1,0.2,i,-14,4,-0.6,-0.2,3,6,6,-4
O=C(Nc1ccc(S(=O)(=O)Nc2nccs2)cc1)C(F)(F)F,-0.2,i,-14,4,-0.6,-0.3,-1,3,2,2
CC(=O)N1CCCN(Cc2cn(-c3ccc(C)cc3)nc2-c2cccc(C)c2)CC1,-0.2,i,-3,-3,0.3,-2.0,0,-3,-2,-10
COc1ccsc1C(=O)Nc1ccc(F)cc1F,-0.1,i,-9,-13,0.1,-0.1,0,3,-1,2
CN1CCN(Cc2nc3c(c(=O)n(C)c(=O)n3C)n2Cc2cccc3ccccc23)CC1,-0.1,i,-7,-1,-0.4,-0.3,2,2,-5,-8
Cc1ccccc1N(CC(=O)NC1CCCCC1)C(=O)CNC(=O)c1cccs1,0.1,i,0,3,-0.4,-1.6,1,-3,-3,3
O=C1CCCC/C1=C/NCc1ccccc1,-0.3,i,-3,-1,1.8,0.2,6,1,0,2
COC(=O)c1ccc(OC)c(CSc2nnc(COc3ccccc3)o2)c1,-0.2,i,-5,-1,0.1,1.9,2,-3,2,-5
S=c1[nH]nc(-c2ccco2)n1-c1ccccc1Cl,0.2,i,-14,-1,0.1,-2.9,-2,0,1,-5
CC(C)(C)C1CCC(C(=O)OCC(=O)c2ccc[nH]2)CC1 (configuration not stated),-0.9,i,-10,-1,-0.3,4.4,1,-8,2,1
CCOc1ncccc1C(=O)OCCN1C(=O)c2ccccc2C1=O,0.0,i,2,-2,0.6,-0.5,-10,-2,-9,1
NC(Cc1ccc(Cl)cc1)c1csc(Nc2ccc(C(F)(F)F)cn2)n1 (configuration not stated),-0.1,i,.,2,-1.1,0.8,5,0,-14,7
CC(=O)Nc1ccc(N/C=C(\C#N)S(=O)(=O)c2ccc(Cl)cc2)cc1,-0.5,i,1,1,3.0,-0.7,1,-4,5,-2
Cc1ccc2c(c1)nc(-n1nc(C)cc1C)c1nnnn12,-0.6,i,3,2,3.7,-2.3,2,2,-8,-3
Cc1ccc(CNC(=O)C(NS(=O)(=O)c2cccc3nsnc23)c2ccccc2)cc1 (configuration not stated),0.0,i,-17,1,0.2,-1.1,1,0,-20,-3
CCCNC(=O)C1CC(=O)N(c2ccc(OCc3ccc(F)cc3)cc2)C1 (configuration not stated),-0.6,i,-2,-1,-0.8,-0.7,0,-1,1,-7
CCSc1nnc(NC(=O)[C@H](C)NC(=O)c2ccccc2Cl)s1,-0.1,i,-1,-11,3.6,-0.4,0,0,3,-3
Cn1c(=O)c2c(nc(SCc3nn[nH]n3)n2Cc2ccccc2F)n(C)c1=O,-0.5,i,4,-5,-0.5,-1.4,5,5,30,5
CCNC(=O)c1cc2c(=O)n3cccc(C)c3nc2n(CCc2ccccc2)c1=N,0.5,i,-3,2,0.9,2.0,4,14,-18,-5
CC(C)(C)c1ccc(C(=O)NN=C2CCCC2)cc1,-1.3,i,0,2,-0.3,-0.9,2,0,6,-1
Cc1ccc([C@H]2C[C@H](O)[C@@H](n3cc(-c4ccc(F)cc4)nn3)CN2Cc2cccs2)cc1,0.2,i,.,1,0.7,2.0,2,-10,3,2

# Profiles, looked up by structure. Values in the order: TbMetRS inhib	Rpn11 block	Scp-1 inhibitor	CSN inh	MsrA inhibitor	LMPTP inh	STEP inh	DNMT1 inh	SUMO1-SIM PPI	NadD inh
# Record of `Cn1c(=O)c2c(nc(SCc3nn[nH]n3)n2Cc2ccccc2F)n(C)c1=O` : -0.5	i	4	-5	-0.5	-1.4	5	5	30	5
# Record of `CCNC(=O)c1cc2c(=O)n3cccc(C)c3nc2n(CCc2ccccc2)c1=N` : 0.5	i	-3	2	0.9	2.0	4	14	-18	-5
# Record of `CC(C)(C)c1ccc(C(=O)NN=C2CCCC2)cc1` : -1.3	i	0	2	-0.3	-0.9	2	0	6	-1
# Record of `CC(=O)Nc1ccc(N/C=C(\C#N)S(=O)(=O)c2ccc(Cl)cc2)cc1` : -0.5	i	1	1	3.0	-0.7	1	-4	5	-2

# (further entries)
SMILES,TbMetRS inhib,Rpn11 block,Scp-1 inhibitor,CSN inh,MsrA inhibitor,LMPTP inh,STEP inh,DNMT1 inh,SUMO1-SIM PPI,NadD inh
C[C@H](NC(=O)OCc1ccccc1)c1nnc([C@H](C)NC(=O)OCc2ccccc2)o1,0.8,i,-11,0,-1.1,0.3,-4,-1,7,0
O=C(O)Cc1sc(Nc2cccc3ccccc23)nc1-c1ccccc1,-0.6,i,5,12,1.1,1.9,-1,-22,-7,29
Cc1cccc(/C(N)=N/OC(=O)c2cccs2)c1,-0.3,i,-9,-1,0.3,0.0,-1,-2,-4,0
O=C(O)c1cccnc1Sc1ccccc1,-0.3,i,4,-3,-1.1,-0.3,0,-4,3,5
COc1ccc(CNC(=O)C(OC(=O)c2cccs2)C(C)C)cc1 (configuration not stated),-0.1,i,-2,1,-0.2,-0.4,2,2,1,7
